Ecoli tolC = growth inhibitors of E. coli tolC mutant, primary screen, strain BW25113 ΔtolC::kan, 384-well. OD615. growth inhibition, % at 10 µM (by protocol). AID 573, 2007. 2.2% of 65,000 active;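 active = growth inhibition at or above a cutoff equal to the mean over every tested compound plus 3 SD, cut at about 60% in these data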;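 note: growth measured after 20 h incubation at 37 °C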
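Test system: E. coli BW25113 ΔtolC::kan bacteria; incubation: 37 °C, 20 h exposure; medium: LB broth supplemented with 50 µg/mL kanamycin; read-out basis: percent growth inhibition; signal: A615 absorbance measurement; compound: 10 µM final, single dose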
ROCK2 blocker = inhibitors of human ROCK2 kinase, primary screen, biochemical, high-throughput, luminescence; 0.35% of 60,000 active; Rho-associated protein kinase 2 (Homo sapiens), O75116; purified ROCK2, Kinase-Glo ATP depletion luminescence; inhibition, % at 6 µM; AID 604, 2007;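 active = inhibition above the screen-wide mean inhibition plus 3 SD, cut at about 18% in these data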;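 note: plate controls were DMSO wells for no effect and Y-27632 control wells after no-enzyme background subtraction for full effect; many of its hits are not listed in these tables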
Target sequence (O75116 whole entry, looked up): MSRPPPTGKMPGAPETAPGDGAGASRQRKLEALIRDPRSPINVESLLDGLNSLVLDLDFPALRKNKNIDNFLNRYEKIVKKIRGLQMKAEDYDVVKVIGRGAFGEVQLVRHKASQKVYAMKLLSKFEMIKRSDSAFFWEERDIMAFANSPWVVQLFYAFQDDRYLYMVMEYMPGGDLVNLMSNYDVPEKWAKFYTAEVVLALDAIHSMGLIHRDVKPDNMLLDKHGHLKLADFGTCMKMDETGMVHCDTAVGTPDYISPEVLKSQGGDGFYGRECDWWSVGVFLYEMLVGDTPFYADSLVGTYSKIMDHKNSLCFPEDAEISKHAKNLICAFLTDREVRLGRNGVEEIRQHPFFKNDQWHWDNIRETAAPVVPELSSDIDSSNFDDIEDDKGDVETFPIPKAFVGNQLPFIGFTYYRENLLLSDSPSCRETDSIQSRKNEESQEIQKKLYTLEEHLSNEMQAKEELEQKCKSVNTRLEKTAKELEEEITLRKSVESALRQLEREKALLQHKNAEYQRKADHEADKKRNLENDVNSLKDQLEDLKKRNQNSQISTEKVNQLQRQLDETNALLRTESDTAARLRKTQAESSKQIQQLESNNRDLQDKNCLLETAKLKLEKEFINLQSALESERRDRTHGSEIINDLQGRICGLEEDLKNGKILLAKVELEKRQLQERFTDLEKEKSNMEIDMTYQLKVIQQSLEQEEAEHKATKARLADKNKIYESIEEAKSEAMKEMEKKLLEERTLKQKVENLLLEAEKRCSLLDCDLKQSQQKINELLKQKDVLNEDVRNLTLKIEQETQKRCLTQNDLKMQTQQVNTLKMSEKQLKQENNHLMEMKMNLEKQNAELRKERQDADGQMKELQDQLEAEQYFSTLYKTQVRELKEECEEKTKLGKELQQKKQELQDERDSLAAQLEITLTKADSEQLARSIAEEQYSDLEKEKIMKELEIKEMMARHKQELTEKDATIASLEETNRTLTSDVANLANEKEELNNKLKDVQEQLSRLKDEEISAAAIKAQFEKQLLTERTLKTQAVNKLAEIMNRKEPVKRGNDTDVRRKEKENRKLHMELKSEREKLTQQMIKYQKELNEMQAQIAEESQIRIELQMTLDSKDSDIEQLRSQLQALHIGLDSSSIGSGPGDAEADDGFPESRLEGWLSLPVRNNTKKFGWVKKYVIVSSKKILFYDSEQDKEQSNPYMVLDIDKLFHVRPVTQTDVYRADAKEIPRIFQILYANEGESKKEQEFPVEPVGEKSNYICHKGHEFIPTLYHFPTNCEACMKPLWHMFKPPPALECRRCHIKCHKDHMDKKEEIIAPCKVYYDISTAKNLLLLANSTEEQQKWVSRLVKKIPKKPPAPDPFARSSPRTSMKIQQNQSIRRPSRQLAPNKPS
NADH coupling = inhibitors of PK/LDH coupling enzymes, profiling panel, artefact control, biochemical, MLSMR library; IC50, µM (doses to about 10 µM), for the others: at the top dose inhibition; coupled PK/LDH NADH assays, four targets; 0.02% of 65,000 active;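 active = single-dose screening hits from any of four coupled enzyme assays that gave an IC50 when retested across doses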;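 note: the DPM-DC format reads NADH fluorescence rather than 340 nm absorbance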
MMP-13 inhibitor = human MMP13 inhibitors, primary screen, biochemical, FRET peptide cleavage; inhibition, % at 4 µM; MMP-13 fTHP FRET cleavage, Mca fluorescence; Collagenase 3 (Homo sapiens), P45452; 0.07% of 65,000 active;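 active = inhibition above the mean of compound-free control plate wells plus 3 SD, cut at about 14% in these data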;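 note: 0% = DMSO wells and 100% = wells with reference MMP-13 inhibitor after basal subtraction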
A340 absorber = compound light absorbance at 340 nm, profiling panel, artefact control, biochemical, MLSMR library, data from PS, PMK, MK assays | compound absorbance at 340 nm, fold over control | fold change at 10 µM | 65,000 tested, under 10 active | AID 708, 2007;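 active = at 10 µM dose, initial 340 nm absorbance at least 2 fold that of control wells; inactive = change under 2 fold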;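 note: initial absorbance extrapolated from kinetic A340 decline of NADH oxidation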
Autofluor 339 = intrinsic fluorescence of library compounds, ex339/em460 – biochemical, MLSMR library, data from DPM-DC assay, artefact control, profiling panel | compound autofluorescence, ex339/em460 nm, NADH buffer; stronger effect = higher value; 1 = no-compound wells, NADH background | fluorescence fold increase at 10 µM | 5.5% of 65,000 active;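 active = at 10 µM, mean starting fluorescence two-fold or more over control wells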;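 note: signal is the first read of a kinetic run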
JNK3 blocker = JNK3 kinase activity inhibitors, primary screen, biochemical, human, purified enzyme. Mitogen-activated protein kinase 10 (Homo sapiens), P53779. HTS. inhibition, % at 8 µM. 0.61% of 60,000 active. AID 746, 2007; in the data active = inhibition above about 17%;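 note: 0% = DMSO and 100% = reference inhibitor; many of its hits are not listed in these tables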
HEK293 NFkB inh = inhibitors of PMA/ionomycin-induced NF-kB reporter, primary screen, antigen receptor NF-kB inhibitor project, cell-based, HEK-293 luciferase reporter, luminescence. HEK-293 NF-kB luciferase reporter. 0.21% of 62,000 active. inhibition, % at 3 µM;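 active = inhibition above the mean of all tested compounds plus 3 SD, cut at about 40% in these data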;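 note: 0% = stimulated DMSO wells and 100% = 10 µM reference inhibitor 5653914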
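Signal: luciferase luminescence; Material: HEK-293 cells with stable firefly luciferase reporter driven by four HIV NF-kB elements; Probe or stimulus: PMA with ionomycin; Replication: tested once; Times: 1 h compound pretreatment, then 16 h stimulation at 37 °C, 5% CO2; Benchmarks: DMSO and 10 µM reference inhibitor; Evaluation: per-plate % inhibition versus controls.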
PKA inh = inhibitors of human PKA kinase activity, primary screen, biochemical, ATP-depletion luminescence, Kemptide substrate | PKA Kemptide phosphorylation, Kinase-Glo ATP luminescence | cAMP-dependent protein kinase catalytic subunit alpha (Homo sapiens), P17612 | 0.1% of 65,000 active | AID 524, 2006 | inhibition, % at 6 µM;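 active = inhibition above the screen-wide mean inhibition plus 3 SD, cut at about 21% in these data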; note: many of its hits are not listed in these tables
The depositor's hits bear a star. A portion of the library, so the mix of outcomes need not match the whole.

Screening COc1ccc(-c2cc(C(=O)NCC(C)C)no2)cc1 returned Ecoli tolC 2, NADH coupling 6%, MMP-13 inhibitor -9, A340 absorber 1, Autofluor 339 1.1, HEK293 NFkB inh -34 and PKA inh 1.
`O=S(=O)(c1ccc2c(c1)OCCO2)N1CCC(c2nc3ccccc3[nH]2)CC1` gave ROCK2 blocker 1, NADH coupling 6%, MMP-13 inhibitor -3, A340 absorber 1, Autofluor 339 1.1, JNK3 blocker -2, HEK293 NFkB inh 10 and PKA inh -4.
COc1ccc(S(=O)(=O)NC2CCCCC2)c(C)c1C was read as Ecoli tolC 13, ROCK2 blocker 5, NADH coupling 5%, MMP-13 inhibitor 0, A340 absorber 0.97, Autofluor 339 1.1, JNK3 blocker -3, HEK293 NFkB inh 19 and PKA inh 8.
`COc1ccc2c3c(cccc13)NN=C2C` gave Ecoli tolC 0, ROCK2 blocker -2, NADH coupling 2%, MMP-13 inhibitor 3, A340 absorber 1.1, Autofluor 339 1.1, JNK3 blocker -2, HEK293 NFkB inh 7 and PKA inh 11.
For CCN(Cc1nc2ccccc2c(=O)[nH]1)Cc1nc2cc(OC)c(OC)cc2c(=O)[nH]1 the results were Ecoli tolC -6, ROCK2 blocker 7, NADH coupling 1%, MMP-13 inhibitor 1, A340 absorber 1, Autofluor 339 1.1, JNK3 blocker -1, HEK293 NFkB inh 5 and PKA inh 1.
O=C(O)CCCCCNC(=O)CCn1cnc2ccccc2c1=O was read as Ecoli tolC -38, ROCK2 blocker -16, NADH coupling 1%, MMP-13 inhibitor 2, A340 absorber 1, Autofluor 339 1.1, JNK3 blocker -10, HEK293 NFkB inh 22 and PKA inh -6.
For Cc1cc(Nc2ccc(F)cc2C)n2nc(C)nc2n1 the results were Ecoli tolC -10, ROCK2 blocker 6, NADH coupling 15%, MMP-13 inhibitor 1, A340 absorber 1, Autofluor 339 1, JNK3 blocker -2, HEK293 NFkB inh 12 and PKA inh 5.
Screening CCCc1[nH]nc2c1C(c1ccc(OCCN3CCOCC3)c(OCC)c1)C(C#N)=C(N)O2 (stereo unspecified) returned Ecoli tolC 3, ROCK2 blocker 1, NADH coupling 1%, MMP-13 inhibitor 1, A340 absorber 1, Autofluor 339 1.1, JNK3 blocker -5, HEK293 NFkB inh 5 and PKA inh 3.
`Cn1cc(S(=O)(=O)Nc2ccc(F)cc2F)c(=O)n(C)c1=O` gave Ecoli tolC -6, ROCK2 blocker 5, NADH coupling 4%, MMP-13 inhibitor -4, A340 absorber 1, Autofluor 339 1.1, JNK3 blocker 2, HEK293 NFkB inh 3 and PKA inh 5.
Screening O=c1[nH]c2ccsc2c(=O)n1-c1ccc(F)cc1 returned Ecoli tolC -5, NADH coupling 1%, MMP-13 inhibitor -2, A340 absorber 1, Autofluor 339 1.1, HEK293 NFkB inh 5 and PKA inh -6.
Screening O=C(Nn1cnnc1)c1cc(-c2ccccn2)nc2ccccc12 returned Ecoli tolC -11, ROCK2 blocker 1, NADH coupling 7%, MMP-13 inhibitor -2, A340 absorber 1, Autofluor 339 1, JNK3 blocker -1, HEK293 NFkB inh 7 and PKA inh 2.
O=C(Cn1cnc2c(cnn2-c2ccccc2Cl)c1=O)N1CCc2ccccc21 was read as Ecoli tolC -4, ROCK2 blocker 2, NADH coupling 7%, MMP-13 inhibitor 2, A340 absorber 0.99, Autofluor 339 1.1, JNK3 blocker -1, HEK293 NFkB inh -10 and PKA inh 2.
`CCOC(=O)c1ccc(Oc2nc(SC)nc(N(C)C)n2)cc1` gave Ecoli tolC 27, ROCK2 blocker 6, NADH coupling 1%, MMP-13 inhibitor -10, A340 absorber 1.1, Autofluor 339 1.1, JNK3 blocker -6, HEK293 NFkB inh 13 and PKA inh 6.
`Cc1nnc(SCC(=O)NC(C)(C)C)n1CCc1ccccc1` gave Ecoli tolC -15, ROCK2 blocker 6, NADH coupling 3%, MMP-13 inhibitor 0, A340 absorber 0.99, Autofluor 339 1.1, JNK3 blocker -6, HEK293 NFkB inh 7 and PKA inh 6.
`O=C(Cn1cnc2ccccc2c1=O)Nc1ccc(-c2nnc3n2CCCCC3)cc1` gave Ecoli tolC -8, ROCK2 blocker 3, NADH coupling 8%, MMP-13 inhibitor 1, A340 absorber 0.99, Autofluor 339 1.2, JNK3 blocker 30*, HEK293 NFkB inh 14 and PKA inh 3.
For CCOC(=O)c1c(C)[nH]c(C)c1C(=O)COC(=O)CCOc1ccccc1OC the results were Ecoli tolC 0, ROCK2 blocker -2, NADH coupling 7%, MMP-13 inhibitor -9, A340 absorber 1.1, Autofluor 339 1.1, JNK3 blocker 1, HEK293 NFkB inh 18 and PKA inh -4.
`Nc1nc(-c2ccc(Br)s2)c(Br)s1` gave Ecoli tolC 20, ROCK2 blocker 6, NADH coupling 4%, MMP-13 inhibitor -9, A340 absorber 1, Autofluor 339 1.1, JNK3 blocker -5, HEK293 NFkB inh 20 and PKA inh -1.
CCn1c(SCC(=O)NCc2ccc(C)cc2)nnc1-c1ccncc1 was read as Ecoli tolC -12, ROCK2 blocker 7, NADH coupling 5%, MMP-13 inhibitor 6, A340 absorber 1, Autofluor 339 1.1, JNK3 blocker -7, HEK293 NFkB inh 6 and PKA inh 11.
For Cc1c(NC(=O)Nc2cccc(Cl)c2)c(=O)n(-c2ccccc2)n1C the results were Ecoli tolC 6, ROCK2 blocker 4, NADH coupling 0%, MMP-13 inhibitor -11, A340 absorber 1, Autofluor 339 1, JNK3 blocker 5, HEK293 NFkB inh 18 and PKA inh 10.
Screening O=C(O)/C=C/c1ccc(O)c(O)c1 returned Ecoli tolC 7, ROCK2 blocker 3, NADH coupling 3%, MMP-13 inhibitor -4, A340 absorber 1, Autofluor 339 1.1, JNK3 blocker 7 and PKA inh 1.
`Cc1nc2cc(-c3cccc(F)c3)nn2c(C)c1CCC(=O)NC(C)CCc1ccco1` (stereo unspecified) gave Ecoli tolC 27, ROCK2 blocker 2, NADH coupling 12%, MMP-13 inhibitor -21, A340 absorber 1, Autofluor 339 1.5, JNK3 blocker 1, HEK293 NFkB inh 27 and PKA inh -5.
For O=S(=O)(Nc1ccc2c(c1)OCO2)c1ccc(Br)s1 the results were Ecoli tolC 50, ROCK2 blocker -11, NADH coupling 11%, MMP-13 inhibitor -22, A340 absorber 0.99, Autofluor 339 0.99, JNK3 blocker -7, HEK293 NFkB inh 11 and PKA inh -3.
Screening COc1ccc2nc(SCC(=O)Nc3ccc(S(=O)(=O)Nc4onc(C)c4C)cc3)[nH]c2c1 returned Ecoli tolC 14, ROCK2 blocker 2, NADH coupling 4%, MMP-13 inhibitor -4, A340 absorber 1, Autofluor 339 1.1, JNK3 blocker 9, HEK293 NFkB inh 18 and PKA inh 0.
Screening COc1ccc(-c2ccc(=O)n(Cc3cc(=O)n4ccccc4n3)n2)cc1 returned Ecoli tolC -11, ROCK2 blocker 0, NADH coupling 3%, MMP-13 inhibitor 4, A340 absorber 1, Autofluor 339 1.9, JNK3 blocker -7, HEK293 NFkB inh 0 and PKA inh 6.
`Cc1ccc(Nc2nc(N)nc(CC#N)n2)cc1` gave Ecoli tolC -7, ROCK2 blocker 5, NADH coupling 2%, MMP-13 inhibitor 4, A340 absorber 1.1, Autofluor 339 1.1, JNK3 blocker 2, HEK293 NFkB inh 0 and PKA inh 5.
For CCSc1nnc(NC(=O)CSc2nc3c(c(=O)n2C)SC(C)C3)s1 (stereo unspecified) the results were Ecoli tolC -10, ROCK2 blocker 4, NADH coupling 6%, MMP-13 inhibitor -2, A340 absorber 1.1, Autofluor 339 1, JNK3 blocker 8, HEK293 NFkB inh 11 and PKA inh 6.
Screening Cc1cc(C)nc(NC2=NCC(=O)N2c2cccc(Cl)c2)n1 returned Ecoli tolC 11, ROCK2 blocker 14, NADH coupling 2%, MMP-13 inhibitor 1, A340 absorber 1, Autofluor 339 1, JNK3 blocker 0 and PKA inh 5.
Screening O=C(NCCSCc1ccccc1)c1cc(S(=O)(=O)N2CCOCC2)ccc1F returned Ecoli tolC 13, ROCK2 blocker 2, NADH coupling 1%, MMP-13 inhibitor -6, A340 absorber 1.1, Autofluor 339 1.1, JNK3 blocker -3, HEK293 NFkB inh 12 and PKA inh 5.
For O=C(COc1ccc(Cl)cc1)NCc1nnc(SCC(=O)N2CCCCC2)o1 the results were Ecoli tolC -18, NADH coupling 7%, MMP-13 inhibitor -2, A340 absorber 1, Autofluor 339 1.1, HEK293 NFkB inh 3 and PKA inh 6.
Screening Cc1cc(C)cc(N2CCCn3c2nc2c3c(=O)n(CC(=O)OCc3ccccc3)c(=O)n2C)c1 returned Ecoli tolC 26, ROCK2 blocker -3, NADH coupling 2%, MMP-13 inhibitor -3, A340 absorber 1, Autofluor 339 1.1, JNK3 blocker -6, HEK293 NFkB inh 14 and PKA inh -4.
CC(=O)Nc1ccc(S(=O)(=O)NCCSc2ccccn2)cc1 was read as Ecoli tolC -6, ROCK2 blocker 9, NADH coupling 9%, MMP-13 inhibitor 6, A340 absorber 1, Autofluor 339 1.1, JNK3 blocker 0, HEK293 NFkB inh 1 and PKA inh 12.

Among those listed so far, these contain fluorine:
For Cc1cc(Nc2ccc(F)cc2C)n2nc(C)nc2n1 the results were Ecoli tolC -10, ROCK2 blocker 6, NADH coupling 15%, MMP-13 inhibitor 1, A340 absorber 1, Autofluor 339 1, JNK3 blocker -2, HEK293 NFkB inh 12 and PKA inh 5.
`Cn1cc(S(=O)(=O)Nc2ccc(F)cc2F)c(=O)n(C)c1=O` gave Ecoli tolC -6, ROCK2 blocker 5, NADH coupling 4%, MMP-13 inhibitor -4, A340 absorber 1, Autofluor 339 1.1, JNK3 blocker 2, HEK293 NFkB inh 3 and PKA inh 5.
Screening O=c1[nH]c2ccsc2c(=O)n1-c1ccc(F)cc1 returned Ecoli tolC -5, NADH coupling 1%, MMP-13 inhibitor -2, A340 absorber 1, Autofluor 339 1.1, HEK293 NFkB inh 5 and PKA inh -6.
`Cc1nc2cc(-c3cccc(F)c3)nn2c(C)c1CCC(=O)NC(C)CCc1ccco1` (stereo unspecified) gave Ecoli tolC 27, ROCK2 blocker 2, NADH coupling 12%, MMP-13 inhibitor -21, A340 absorber 1, Autofluor 339 1.5, JNK3 blocker 1, HEK293 NFkB inh 27 and PKA inh -5.
Screening O=C(NCCSCc1ccccc1)c1cc(S(=O)(=O)N2CCOCC2)ccc1F returned Ecoli tolC 13, ROCK2 blocker 2, NADH coupling 1%, MMP-13 inhibitor -6, A340 absorber 1.1, Autofluor 339 1.1, JNK3 blocker -3, HEK293 NFkB inh 12 and PKA inh 5.
